Bioassay records: PubChem, National Center for Advancing Translational Sciences (NCATS)
Epigenetic reg: epigenetic control regulation, reporter derepression; murine LDR cells, GFP reporter derepression, 30 h; Potency, µM (titrated, usually from 53.9 µM), inactives show at the highest dose GFP activation, most hits filed as activators; hit rate 0.2% among 280,000; AID 1865; active = well fitted activation curve with a large enough effect; inconclusive = small, poorly fitted or top-dose-only effect; note: % of control where 0% means no effect; nearly all actives have a fitted effect of over 60% in size
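Murine LDR cells bearing a silenced CMV-driven GFP reporter were exposed to compound for 30 h at 37 C. After PBS washes, GFP-positive cells (20-120 um objects) counted by laser-scanning microplate cytometry.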
* marks the source's active call; other numbers are inactive results; ? = inconclusive. Potency is the fitted concentration of half-maximal effect. An excerpt. The share of hits here may be higher or lower than overall.

Epigenetic reg | SMILES
14.3% | Cc1cccc(OCc2cc(=O)n3c(-c4ccccc4)csc3n2)c1C
2.3% | COc1ccc(NC(=O)c2c(-c3ccc(C)cc3)nnc3ccccc23)cc1Cl
-0.3% | COCCCNC(=O)CSc1nc2c(sc3ccccc32)c(=O)n1CCCC(=O)NCCOC
-1.8% | COCCNC(=O)c1cc(-c2cccc(Cl)c2)on1
-0.8% | COc1cc(CN(C(=O)c2oc3ccccc3c2C)C2CCS(=O)(=O)C2)cc(OC)c1OC (stereo unspecified)
0.0% | COC(=O)c1cc2oc3ccccc3c2n1Cc1nc(-c2ccc(Cl)cc2)oc1C
3.6% | CC1CCN(S(=O)(=O)c2ccc3c(c2)N(CC(=O)NCc2ccccc2)C(=O)CO3)CC1
-0.5% | Cc1ccc(NC(=O)C2CCCN(S(=O)(=O)c3cccc4nsnc34)C2)cc1C (stereo unspecified)
? | N#Cc1c(C(F)(F)F)cc(-c2cccs2)nc1SCC(=O)Nc1ccccc1F
-1.5% | COc1ccc(-c2noc(CC(=O)Nc3cc(OC)ccc3OC)n2)cc1
-1.8% | CCCCn1cnc2cc(NCc3ccc(OCC)cc3)ccc21
11.4% | CC1=C(c2ccc(C(C)C)cc2)S(=O)(=O)NC1=NCc1ccccc1C
-2.6% | O=C(CSc1c2c(nc3cc(Cl)ccc13)CCCC2)N1CCN(c2ccccc2F)CC1
2.7% | Cc1ccc(CSC2=Nc3ccccc3C3=NC(CCC(=O)N4CCN(c5ccccc5)CC4)C(=O)N23)cc1 (stereo unspecified)
0.8% | Cc1ccc(-c2nn(C)c(=O)c3ccccc23)cc1S(=O)(=O)NCCCN(C)C

Other results follow.
Epigenetic reg | SMILES
-1.3% | COC(=O)c1sc(-c2ccccc2)cc1NC(=O)Nc1ccccc1Cl
1.4% | CCOc1ccc(NC(=O)CSc2c3c(nc4ccccc24)CCCC3)cc1
0.0% | COc1ccc(OC)c(NC(=O)C2CCCN(S(=O)(=O)c3c(C)nn(C)c3C)C2)c1 (stereo unspecified)
0.0% | O=C(NCCc1ccccc1)c1ccc2c(c1)N(Cc1ccccc1F)C(=O)c1ccccc1S2=O (stereo unspecified)
-2.8% | COCCCNC(=O)CCCCn1c(=O)c2ccccc2n(CC(=O)Nc2ccc(C)cc2C)c1=O
-3.7% | COc1ccc(-n2ccnc(NCCc3ccc(S(N)(=O)=O)cc3)c2=O)cc1Cl
5.1% | Cc1ccccc1-c1noc(-c2ccc(N3CCN(C)CC3)c([N+](=O)[O-])c2)n1
-1.9% | CCCCC(=O)N1c2ccccc2C(C)(c2ccccc2)CC1(C)C (stereo unspecified)
7.0% | CCCCN(CC)CCNC(=O)C1CCN(c2nnc(C)c3c(C)n(-c4ccc(C)cc4)nc23)CC1
1.9% | Cc1ccc(Cl)cc1NC(=O)/C(C#N)=C\c1cn(Cc2ccc(F)cc2)c2ccccc12
3.1% | CCc1cccc(NC(=O)C2CCN(S(=O)(=O)c3ccc(Br)s3)CC2)c1
1.3% | CC(C)OCCCNC(=O)Cn1ccc2cc(S(=O)(=O)N3CCCCCC3)ccc21
11.4% | Cc1ccc2c(=O)c(C(=O)c3cccc(Cl)c3)cn(CC(=O)Nc3ccc4c(c3)OCCO4)c2n1
-1.9% | Cc1c(CCC(=O)NCCc2ccccc2)c(=O)oc2cc(O)ccc12
1.1% | Cc1ccc(NC(=O)c2ccc3oc(=O)c(S(=O)(=O)c4ccccc4)cc3c2)cc1C

Next section.
Epigenetic reg | SMILES
-0.9% | CCOC(=O)c1c(-c2ccccc2)csc1NC(=O)c1cc(-c2cccc(Cl)c2)on1
-2.3% | COc1cc(C(=O)NCCSc2c(-c3ccccc3)[nH]c3ccccc23)cc(OC)c1OC
0.0% | N#Cc1ccccc1OCC(=O)N1CCN(c2ccccc2F)CC1
2.2% | Cc1cccc(NC(=O)CCS(=O)(=O)c2cc(Br)cc3c2N(C(=O)C2CC2)CC3)c1C
0.0% | Cc1ccc(-n2c(=O)c3c(cnn3C)n(CC(=O)Nc3cccc(Cl)c3)c2=O)cc1
2.6% | Fc1ccc(F)c(Nc2c3c(nc4ccc(Cl)cc24)CCC3)c1
0.8% | CCOC(=O)C1CCN(C(=O)c2c(C)nn(-c3ccc(F)cc3)c2-n2cccc2)CC1
-4.5% | Cc1cccc(N2C(=O)C(CC(=O)Nc3ccc(F)cc3)N(C3CCCC3)C2=O)c1 (stereo unspecified)
0.2% | CCOc1ccc(-c2cc3c(=O)n(Cc4nc(-c5ccccc5OCC)oc4C)ccn3n2)cc1Cl
1.2% | CN(C1CCCCC1)S(=O)(=O)c1ccc2c(c1)c(=O)c(C(=O)NCCc1ccccc1)cn2C
-1.1% | CCc1ccc2[nH]cc(S(=O)(=O)c3ccc(C(C)C)cc3)c(=O)c2c1
-0.8% | c1ccc(Nc2c(-c3ccccc3)nc3ncccn23)cc1
-0.6% | CCc1cccc(CC)c1NC(=O)CCS(=O)(=O)c1ccc2c(c1)CCN2C(C)=O
-0.5% | CCOC(=O)C1CCCN(S(=O)(=O)c2ccc3c(c2)oc(=O)n3C)C1 (stereo unspecified)
4.0% | CC(=O)c1ccc(Nc2nc3ccccc3nc2-n2nc(C)cc2C)cc1

(cont.)
Epigenetic reg | SMILES
1.1% | Cc1ccc(NC(=O)C2CCC(CNS(=O)(=O)c3cccc4nsnc34)CC2)c(C)c1 (stereo unspecified)
-0.9% | CCOc1ccc(-c2nc(Cn3ccn4nc(-c5ccc(OCC)c(Cl)c5)cc4c3=O)c(C)o2)cc1
-3.8% | CCOc1ccc(NC(=O)CCS(=O)(=O)c2cccc3nonc23)cc1
-1.6% | COc1ccc(OC)c(CCNC(=O)c2cnn(-c3ccccc3)c2-n2cccc2)c1
0.0% | CC(=O)N1CCc2c(sc3c2c(=O)n(Cc2ccccc2)c(=O)n3Cc2ccc(C)cc2)C1
-0.5% | Brc1ccc2nc(SCCOc3ccccc3)[nH]c2c1
-1.2% | CCc1c(C)nc2nncn2c1Nc1ccc(C(C)C)cc1
-2.8% | COc1ccccc1Oc1nc2c(c(=O)n(C)c(=O)n2C)n1Cc1cccc(Br)c1
-3.8% | COc1ccc(-c2cc3nc(-c4ccc(C)cc4)cc(C(F)(F)F)n3n2)cc1
-0.2% | COc1ccc2oc(=O)c(C(=O)Nc3cccc(C(=O)O)c3)cc2c1
? | CCOC(=O)COc1ccc([N+](=O)[O-])cc1-c1ccnc2cc(-c3ccc(C)cc3)nn12
14.3% | CCN1C(C(=O)c2ccccc2)=C(OC(=O)C(C)C)c2ccccc2S1(=O)=O
2.7% | Fc1ccc(N2CCN(Cc3nnc(-c4ccccc4Cl)o3)CC2)cc1
-1.2% | Cc1ccccc1CCNC(=O)c1ccc(Cn2c(=O)c3cccn3c3cccnc32)cc1
3.3% | COc1ccccc1C1C(C(=O)Nc2ccccc2)=C(C)Nc2nc(-c3ccccc3)nn21 (stereo unspecified)

Next part.
Epigenetic reg | SMILES
4.4% | COc1cccc(-n2c(-c3ccccc3F)nc3c(cnn3-c3ccc(C)cc3)c2=O)c1
1.9% | CCOC(=O)c1c(C)oc2c(Cl)cc(NS(=O)(=O)c3ccc(Cl)c(C)c3)cc12
1.1% | COc1cccc(NC(=O)Nc2cc(-c3cn4cccnc4n3)ccc2C)c1
-1.1% | CCCn1c2ccc(C)cc2c2nnc(SCCN3CCCCC3)nc21
0.0% | COc1cccc(-c2nc(CS(=O)(=O)CC(=O)NCCCc3ccccc3)c(C)o2)c1
2.0% | Cn1c(=O)c2c(-c3ccccc3)n3c(c2n(C)c1=O)C(c1ccc([N+](=O)[O-])cc1)Nc1ccccc1-3 (stereo unspecified)
-0.3% | C=Cc1ccc(Cn2c(C(=O)O)c(CNCCc3ccccc3)c3ccc(C)cc32)cc1
-0.1% | COc1ccc(CNC(=O)CCCc2nnc3n(CCC(C)C)c(=O)c4sccc4n23)cc1
4.3% | O=C(Cn1c(=O)n(-c2ccccc2)c(=O)c2sc3ccccc3c21)N1CCCC1
-1.8% | CCOc1ccccc1NC(=O)Cn1c(=O)n(CCCC(=O)NCCc2ccc(C)cc2)c(=O)c2ccccc21
-0.3% | CCOc1ccc(-c2nn(-c3ccccc3)cc2C2NC(=O)NC(C)=C2C(=O)OC(C)C)cc1C (stereo unspecified)
-3.9% | CCCCCOc1ccccc1Cn1c(=O)oc2ccc(C)cc21
5.7% | Cc1ccc(-n2nc3c(N4CCC(C(=O)NCCC(C)C)CC4)nnc(C)c3c2C)cc1
0.0% | CCc1ccc(OCC(=O)Nc2c(C(=O)c3ccccc3)oc3ccccc23)cc1
-0.1% | CCc1ccc(NC(=O)C(CC)n2c(=O)c(C(F)(F)F)nc3ccccc32)cc1 (stereo unspecified)

Looked up by structure from the entries so far:
Epigenetic reg | SMILES
0.0% | CCc1ccc(OCC(=O)Nc2c(C(=O)c3ccccc3)oc3ccccc23)cc1
-3.9% | CCCCCOc1ccccc1Cn1c(=O)oc2ccc(C)cc21
-0.1% | COc1ccc(CNC(=O)CCCc2nnc3n(CCC(C)C)c(=O)c4sccc4n23)cc1
4.3% | O=C(Cn1c(=O)n(-c2ccccc2)c(=O)c2sc3ccccc3c21)N1CCCC1
5.7% | Cc1ccc(-n2nc3c(N4CCC(C(=O)NCCC(C)C)CC4)nnc(C)c3c2C)cc1

Next compounds:
Epigenetic reg | SMILES
-4.8% | COc1ccc(N2CCN(C(=O)C3CCCN(S(=O)(=O)c4ccc5c(c4)oc(=O)n5C)C3)CC2)cc1 (stereo unspecified)
3.6% | COc1ccc(Cl)cc1NC(=O)CSc1cn(CC(=O)N2CCCC2)c2ccccc12
-0.2% | CCOc1ccc(NC(=O)CCNS(=O)(=O)c2cccc3nsnc23)cc1
-1.8% | CCc1ccc(-n2c(=O)c3c4c(sc3n(CC(=O)NCCCOC)c2=O)CCCC4)cc1
4.2% | COc1ccc(-c2cc(C(=O)O)n(Cc3ccccc3)n2)cc1
-1.8% | COc1ccccc1NC(=O)C1=C(C)Nc2nc3ccccc3n2C1c1cccc(OC)c1OC (stereo unspecified)
0.3% | Cc1ccccc1-c1ncnn1-c1sc2c(c1C#N)CCCCC2
1.4% | CCC(=O)N1CCc2cc(S(=O)(=O)NCCC(=O)Nc3ccc(C)cc3C)ccc21
-1.1% | COc1c(C)cc(NS(=O)(=O)c2ccc3c(c2)OCCO3)cc1C
8.2% | Cc1ccc(-n2ncc(C(=O)NCc3ccccc3C)c2-n2cccc2)cc1
2.2% | CCCN(CCC)CCCNC(=O)C1CCC(CNS(=O)(=O)c2cccc3nsnc23)CC1 (stereo unspecified)
-2.8% | Cc1cccn2c(=O)c3cc(C#N)c(=O)n(-c4nnc(SCc5ccccc5F)s4)c3nc12
0.0% | COCCNc1nc2c(S(=O)(=O)c3ccc(C)c(C)c3)nnn2c2ccc(Cl)cc12
-2.4% | COc1ccc(CCNC(=O)c2nn(C)c3c2CSc2ccccc2-3)cc1OC
1.2% | O=C(Cn1nc(-c2ccc(Cl)cc2)c2ccccc2c1=O)Nc1cccc(Br)c1

Additional compounds:
Epigenetic reg | SMILES
2.2% | COc1cccc(COC(=O)c2ccc(-c3nnn(Cc4cccc(OC)c4)n3)cc2)c1
2.2% | O=c1n(Cc2ccccc2)nc2n1-c1ccccc1OC2
1.0% | Cc1ccc(-c2c3c(=O)n(C)c(=O)n(C)c3c3cnc4ccccc4n23)cc1
-1.2% | CN1C(=O)C2(SCC(=O)N2c2ccc(F)cc2)c2ccccc21 (stereo unspecified)
2.9% | Cc1ccc(NC(=O)Nc2nnc(N(CC(C)C)CC(C)C)s2)cc1Cl
3.7% | CCC1CCCCN1C(=O)c1nn(-c2ccc(C)cc2)c(=O)c2c1c1ccccc1n2C (stereo unspecified)
0.7% | COc1cccc(NC(=O)Nc2ccc3snnc3c2)c1
1.8% | COc1ccc(CNC(=O)CN(c2cc(C(F)(F)F)ccc2Cl)S(C)(=O)=O)cc1
-6.2% | Cc1ccc(S(=O)(=O)c2nnn3c2nc(NC2CCCCC2)c2sccc23)cc1C
-1.1% | COc1cccc(NC(=O)CCNC(=O)Cn2cnc3ccccc3c2=O)c1
0.1% | COc1cccc(NC(=O)Cn2cc(C(=O)c3ccco3)c3ccccc32)c1
0.9% | COc1ccc(CCNc2nc3c(-c4cccc(C(F)(F)F)c4)nnn3c3ccccc23)cc1OC
1.2% | CCc1ccc(-c2cc(C)no2)cc1S(=O)(=O)Nc1ccc(Cl)cn1
-1.9% | Cc1oc2ccc(O)c(CN3CCN(C)CC3)c2c1C(=O)Nc1cccc(Cl)c1C
3.9% | O=C(CCn1c(=O)c2cccn2c2cccnc21)NCc1ccc(Cl)cc1

At a glance, three of the compounds above.
Epigenetic reg | SMILES
2.2% | COc1cccc(COC(=O)c2ccc(-c3nnn(Cc4cccc(OC)c4)n3)cc2)c1
2.2% | O=c1n(Cc2ccccc2)nc2n1-c1ccccc1OC2
1.0% | Cc1ccc(-c2c3c(=O)n(C)c(=O)n(C)c3c3cnc4ccccc4n23)cc1

The list continues.
Epigenetic reg | SMILES
-3.8% | Cc1cccc(CNC(=O)c2ccc(-c3nc(CS(=O)(=O)c4ccccc4)c(C)o3)cc2)c1
0.5% | CCn1cc(C(=O)NCCCN(CC(C)C)CC(C)C)c(=O)c2cc(S(=O)(=O)N(C)C3CCCCC3)ccc21
2.2% | CC(=O)N1CCc2c(sc3c2c(=O)n(CCc2ccccc2)c(=O)n3CC(=O)Nc2ccccc2F)C1
-0.5% | O=C(Nc1ccc(F)cc1F)c1cnn(-c2ccc(F)cc2)c1-n1cccc1
-2.9% | COc1ccccc1/C=C/c1nc(C#N)c(NCCc2ccccc2)o1
-0.3% | CCOCCCNc1nc2ccccc2n2c(CC)nnc12

Some of these compounds in order of the Epigenetic reg value, smallest number first:
| SMILES | Epigenetic reg |
| --- | --- |
| Cc1cccc(CNC(=O)c2ccc(-c3nc(CS(=O)(=O)c4ccccc4)c(C)o3)cc2)c1 | -3.8% |
| CCOCCCNc1nc2ccccc2n2c(CC)nnc12 | -0.3% |
| CCn1cc(C(=O)NCCCN(CC(C)C)CC(C)C)c(=O)c2cc(S(=O)(=O)N(C)C3CCCCC3)ccc21 | 0.5% |
